KCNQ2 inh: KCNQ2 potassium channel inhibitors, primary screen, cell-based, CHO-K1, FluxOR thallium flux, B-score (AID 2156). 20 min; stronger effect = lower value. B-score at 10 µM. 1.1% of 310,000 active;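 active means fluorescence ratio B-score at most minus 3 library SDs, with starting brightness B-score within 2 library SDs, cut at about -5.5 in these data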
Kir21 inh: inhibitors of mouse Kir2.1 inward-rectifier potassium channel. AID 1672, 2009. Inward rectifier potassium channel 2 (Mus musculus), P35561. HEK293-Kir2.1, FluxOR thallium flux fluorescence; stronger effect = lower value. 0.85% of 310,000 active. B-score at 10 µM;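 active means fluorescence ratio B-score at or below minus 3 SD of library scores, with starting-brightness B-score within 2 SD, cut at about -4.2 in these data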;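 further: channel flux triggered by added potassium and thallium sulfate stimulus; B-score of peak minus minimum fluorescence over baseline after thallium stimulus; more negative B-score means stronger Kir2.1 block with less thallium influx; some compounds called inactive have numbers as strong as hits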
Target sequence (P35561 whole entry, looked up): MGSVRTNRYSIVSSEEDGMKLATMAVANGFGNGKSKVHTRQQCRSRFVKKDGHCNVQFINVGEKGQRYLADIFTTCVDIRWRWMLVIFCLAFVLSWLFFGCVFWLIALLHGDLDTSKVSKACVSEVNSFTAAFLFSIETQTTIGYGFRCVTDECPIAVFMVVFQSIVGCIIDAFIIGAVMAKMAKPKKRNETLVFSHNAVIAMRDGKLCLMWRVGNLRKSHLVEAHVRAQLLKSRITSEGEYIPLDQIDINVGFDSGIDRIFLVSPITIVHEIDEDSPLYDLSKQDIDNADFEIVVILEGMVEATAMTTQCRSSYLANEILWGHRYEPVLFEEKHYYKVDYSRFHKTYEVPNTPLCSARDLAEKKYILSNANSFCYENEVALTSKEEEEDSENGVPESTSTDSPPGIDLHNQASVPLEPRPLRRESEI
STK33 kinase inh: inhibitors of purified STK33 kinase, primary screen, biochemical, ADP-Glo luminescence, homogeneous, cell-free; MBP phosphorylation; inhibition, % at 10 µM; 0.073% of 320,000 active; AID 2661, 2010;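 active means inhibition at or above 25%, using the most active replicate where run in duplicate; inactive means inhibition below 25%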
Target sequence (Q9BYT3 whole entry, looked up): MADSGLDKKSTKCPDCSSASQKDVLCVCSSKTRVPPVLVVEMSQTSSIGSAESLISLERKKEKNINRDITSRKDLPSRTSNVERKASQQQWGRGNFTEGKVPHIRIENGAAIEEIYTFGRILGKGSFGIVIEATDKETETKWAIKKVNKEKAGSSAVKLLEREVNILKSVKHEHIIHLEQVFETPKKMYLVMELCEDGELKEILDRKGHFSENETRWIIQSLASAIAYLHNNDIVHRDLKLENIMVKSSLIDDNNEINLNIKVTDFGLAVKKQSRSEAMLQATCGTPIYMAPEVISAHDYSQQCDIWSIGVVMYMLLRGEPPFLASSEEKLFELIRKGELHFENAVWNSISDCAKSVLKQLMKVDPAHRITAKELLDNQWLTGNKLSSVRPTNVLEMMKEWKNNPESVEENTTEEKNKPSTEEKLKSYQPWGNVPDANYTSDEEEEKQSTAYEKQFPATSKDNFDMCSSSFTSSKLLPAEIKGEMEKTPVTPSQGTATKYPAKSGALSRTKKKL
The depositor's hits bear a star.

`CCc1c(C(C)S(=O)(=O)c2ccc(C)cc2)[nH]c(=O)n1-c1ccc(C)cc1` (configuration not stated) gave KCNQ2 inh inactive, Kir21 inh -1.8 and STK33 kinase inh 2.0.
Screening CCN(CC)C(=O)Oc1cc(COC)nc(-c2ccccc2)n1 returned KCNQ2 inh inactive, Kir21 inh 0.19 and STK33 kinase inh 1.1.
COc1ccccc1CCNC(=O)C1CCC(=O)N(C2CC2)C1 (configuration not stated) was read as KCNQ2 inh inactive, Kir21 inh 0.61 and STK33 kinase inh -3.0.
CC(=O)c1cccc(N(C(=O)c2ccccn2)C(C(=O)NC2CCCCC2)c2ccccc2)c1 (configuration not stated) was read as KCNQ2 inh inactive, Kir21 inh 0.21 and STK33 kinase inh -1.4.
For O=C(COc1ccc(Cl)cc1Cl)Nc1cccnc1 the results were KCNQ2 inh inactive, Kir21 inh 0.04 and STK33 kinase inh -1.9.
`CC(C)Cn1c(=O)n(C)c(=O)c2[nH]cnc21` gave KCNQ2 inh inactive, Kir21 inh 0.89 and STK33 kinase inh -5.3.
`CCCC(=O)N=C1SC2CS(=O)(=O)CC2N1c1ccc(CC)cc1` (configuration not stated) gave KCNQ2 inh inactive, Kir21 inh -0.44 and STK33 kinase inh -2.4.
`COCCNC(=O)c1ccc(C2SCC(=O)N2Cc2ccco2)cc1` (configuration not stated) gave KCNQ2 inh inactive, Kir21 inh -0.56 and STK33 kinase inh -0.9.
For O=C(Nc1ccc2[nH]ncc2c1)C1CCC1 the results were KCNQ2 inh inactive, Kir21 inh 0.19 and STK33 kinase inh 10.
For N#CCCn1cc(C=C(C#N)C#N)c(-c2ccc(Cl)cc2)n1 the results were KCNQ2 inh inactive, Kir21 inh -0.84 and STK33 kinase inh -1.4.
For Clc1ccc(N2N=C(c3cccs3)CC2c2ccco2)cc1 (configuration not stated) the results were KCNQ2 inh inactive, Kir21 inh 0.27 and STK33 kinase inh -2.4.
For CCNc1nc(C)c(CN(C(C)=O)c2ccccc2)nc1C#N the results were KCNQ2 inh inactive, Kir21 inh 0 and STK33 kinase inh -0.5.
For CCCCN(CC)S(=O)(=O)c1ccc(C(=O)Nc2nnc(-c3cccs3)o2)cc1 the results were KCNQ2 inh inactive, Kir21 inh 1.1 and STK33 kinase inh -1.1.
O=C(OCc1ccccc1)c1cn(-c2ccccc2)nc1-c1ccncc1 was read as KCNQ2 inh inactive, Kir21 inh 0.29 and STK33 kinase inh -0.4.
`COc1ccc(CCN(C)CC(O)COc2ccc(C(C)=O)cc2OC)cc1OC` (configuration not stated) gave KCNQ2 inh inactive, Kir21 inh 0.51 and STK33 kinase inh -0.6.
For CC(C)(C)C(=O)NC(=S)NNC(=O)c1sc2ccccc2c1Cl the results were KCNQ2 inh inactive, Kir21 inh 2.1 and STK33 kinase inh -3.3.
Screening CCC(C)Sc1ccc([C@H]2N[C@@](C)(C(=O)OC)[C@H]3C(=O)N(CC)C(=O)[C@@H]23)cc1 (some centres not stated) returned KCNQ2 inh inactive, Kir21 inh 0.05 and STK33 kinase inh -1.6.
`COc1ccc(CCN2C(=O)N[C@@H](C(C)C)C2=O)cc1` gave KCNQ2 inh inactive, Kir21 inh -0.22 and STK33 kinase inh -2.3.
For CC(=O)C1=C(O)C(=O)N(c2ccc(C)cc2)C1c1ccccn1 (configuration not stated) the results were KCNQ2 inh inactive, Kir21 inh 0.75 and STK33 kinase inh -0.3.
`Cc1nn(C)c(=S)n1-c1ccc(Cl)cc1` gave KCNQ2 inh inactive, Kir21 inh 0.01 and STK33 kinase inh 0.0.

Quoted at random: four compounds from above
`COCCNC(=O)c1ccc(C2SCC(=O)N2Cc2ccco2)cc1` (configuration not stated) gave KCNQ2 inh inactive, Kir21 inh -0.56 and STK33 kinase inh -0.9.
Screening CCC(C)Sc1ccc([C@H]2N[C@@](C)(C(=O)OC)[C@H]3C(=O)N(CC)C(=O)[C@@H]23)cc1 (some centres not stated) returned KCNQ2 inh inactive, Kir21 inh 0.05 and STK33 kinase inh -1.6.
For CCCCN(CC)S(=O)(=O)c1ccc(C(=O)Nc2nnc(-c3cccs3)o2)cc1 the results were KCNQ2 inh inactive, Kir21 inh 1.1 and STK33 kinase inh -1.1.
CC(=O)c1cccc(N(C(=O)c2ccccn2)C(C(=O)NC2CCCCC2)c2ccccc2)c1 (configuration not stated) was read as KCNQ2 inh inactive, Kir21 inh 0.21 and STK33 kinase inh -1.4.

Following part:
`CCOC(=O)c1c(CN2CCN(Cc3ccccc3)CC2)n(C)c2cc(Br)c(OC)cc12` gave KCNQ2 inh inactive, Kir21 inh 2.2 and STK33 kinase inh 0.5.
Cc1ccc(NC(=O)C2CCCN(S(=O)(=O)c3cccs3)C2)cc1 (configuration not stated) was read as KCNQ2 inh inactive, Kir21 inh -0.37 and STK33 kinase inh -0.9.
`COc1ccc(-n2nnc3c(=O)n(CC(=O)Nc4ccc5c(c4)OCCO5)cnc32)cc1OC` gave KCNQ2 inh inactive, Kir21 inh -0.26 and STK33 kinase inh -0.1.
Cc1ccc(S(=O)(=O)N2CCC(C(=O)NCCCN3CCOCC3)CC2)cc1 was read as KCNQ2 inh inactive, Kir21 inh -0.39 and STK33 kinase inh -1.2.
Screening Fc1ccccc1NC(=S)NCc1ccc2c(c1)OCO2 returned KCNQ2 inh inactive, Kir21 inh -0.08 and STK33 kinase inh -1.7.
CCc1cc2c(N3CCN(c4ccccc4)CC3)ncnc2s1 was read as KCNQ2 inh inactive, Kir21 inh 1 and STK33 kinase inh -1.1.
Screening COc1ccc(CN2CCNC(=O)C2CC(=O)NCCc2nc(C)c(C)s2)c(OC)c1 (configuration not stated) returned KCNQ2 inh inactive, Kir21 inh 0.61 and STK33 kinase inh -1.4.
Screening COc1ccccc1-c1nnc(SCC(=O)NCc2cccs2)n1N returned KCNQ2 inh inactive, Kir21 inh 0.81 and STK33 kinase inh -0.9.
Screening COc1ccc(CCNC(=O)C2CCN(C(=O)c3ccc(Cl)cc3)CC2)cc1 returned KCNQ2 inh inactive, Kir21 inh -0.46 and STK33 kinase inh 0.2.
`Cc1ccnc(SCCn2c(N3CC(C)OC(C)C3)nc3c2c(=O)n(C)c(=O)n3C)n1` (configuration not stated) gave KCNQ2 inh inactive, Kir21 inh 1.9 and STK33 kinase inh -0.9.
For O=C1C2C3C=CC(CC3)C2C(=O)N1c1cccc(Br)c1 (configuration not stated) the results were KCNQ2 inh inactive, Kir21 inh 0.6 and STK33 kinase inh 0.0.
For Clc1ccc(/C=N/Nc2nnc(-c3ncc[nH]3)c3ccccc23)cc1 the results were KCNQ2 inh -5.7*, Kir21 inh 0.87 and STK33 kinase inh 0.0.
Screening COCc1cc(C)nc(N2CCOCC2)c1C#N returned KCNQ2 inh inactive, Kir21 inh 1.3 and STK33 kinase inh -0.2.
Screening CCN(CC)S(=O)(=O)c1cccc(C(=O)OCC(=O)NCc2ccccc2OC)c1 returned KCNQ2 inh -6.5*, Kir21 inh -1.3 and STK33 kinase inh 0.2.
`CCCC(C)NC(=O)c1cccc(Oc2ccccc2)c1` (configuration not stated) gave KCNQ2 inh inactive, Kir21 inh 1.8 and STK33 kinase inh 0.2.
For CCOC(=O)C1CCN(C(=O)c2cccnc2Oc2ccc(Cl)cc2)CC1 the results were KCNQ2 inh inactive, Kir21 inh 0.47 and STK33 kinase inh -0.1.
Screening Cc1cc(C)cc(Oc2ccccc2/C=C\C(=O)O)c1 returned KCNQ2 inh inactive, Kir21 inh 0.11 and STK33 kinase inh -1.3.
Screening Cc1ccc(C)c(N2CCN(S(=O)(=O)c3cn(C)cn3)CC2)c1 returned KCNQ2 inh inactive, Kir21 inh -0.47 and STK33 kinase inh 0.7.
Screening CCCc1cc(=O)[nH]c(SCC(=O)N2CCN(S(=O)(=O)c3ccc4ccccc4c3)CC2)n1 returned KCNQ2 inh inactive, Kir21 inh -0.5 and STK33 kinase inh -0.4.
CCOC(=O)C1=NNC2(CC(=O)N(c3cccc(C)c3)C2=O)C1 (configuration not stated) was read as KCNQ2 inh inactive, Kir21 inh 0.04 and STK33 kinase inh -1.5.

In the list so far, these contain bromine:
`CCOC(=O)c1c(CN2CCN(Cc3ccccc3)CC2)n(C)c2cc(Br)c(OC)cc12` gave KCNQ2 inh inactive, Kir21 inh 2.2 and STK33 kinase inh 0.5.
For O=C1C2C3C=CC(CC3)C2C(=O)N1c1cccc(Br)c1 (configuration not stated) the results were KCNQ2 inh inactive, Kir21 inh 0.6 and STK33 kinase inh 0.0.

Next section
For O=C(c1ccc(S(=O)(=O)NCC2CCCO2)cc1)N1CCc2ccccc21 (configuration not stated) the results were KCNQ2 inh inactive, Kir21 inh -0.67 and STK33 kinase inh -0.2.
Screening CCCc1nnc(SCCSc2nnc(CCC)n2N)n1N returned KCNQ2 inh inactive, Kir21 inh -0.3 and STK33 kinase inh -0.7.
For COc1cccc(/C=N/n2c(C3CCCCC3)n[nH]c2=S)c1 the results were KCNQ2 inh inactive, Kir21 inh 0.53 and STK33 kinase inh 0.4.
O=C1NC(=Nc2cccc(O)c2)S/C1=C\c1cccnc1 was read as KCNQ2 inh inactive, Kir21 inh 0.03 and STK33 kinase inh 0.1.
`Cc1cccc(N2CCN(S(=O)(=O)c3ccc4c(c3)NC(=O)C(C)S4)CC2)c1C` (configuration not stated) gave KCNQ2 inh inactive, Kir21 inh 0.01 and STK33 kinase inh -1.4.
Screening Cc1ccc(NC(=O)CN2CCOCC2)cc1 returned KCNQ2 inh inactive, Kir21 inh -0.97 and STK33 kinase inh -1.3.
Screening CC(CCc1ccco1)NC(=O)c1cccc2c1C(=O)N(C1CCCCC1)C2 (configuration not stated) returned KCNQ2 inh inactive, Kir21 inh -0.21 and STK33 kinase inh -0.6.
Screening CN(Cc1nc(CC2CC2)no1)CC12CC3CC(CC(C3)C1)C2 returned KCNQ2 inh inactive, Kir21 inh -0.52 and STK33 kinase inh 0.6.
COCCN(C(=O)CSc1nnc(C)n1-c1ccc(C)cc1)c1c(N)n(Cc2ccccc2)c(=O)[nH]c1=O was read as KCNQ2 inh inactive, Kir21 inh 1.3 and STK33 kinase inh -1.2.
C/C(=N\NC(=O)c1c(Cl)cnn1C)c1ccc(NC(=O)c2ccc(Br)o2)cc1 was read as KCNQ2 inh inactive, Kir21 inh -0.59 and STK33 kinase inh 0.2.
`Cc1ccc(-c2cc3ccccc3nc2N)cc1` gave KCNQ2 inh inactive, Kir21 inh 0.47 and STK33 kinase inh -0.4.
COC(=O)c1ccc(CSc2nnc(NCc3ccccc3)s2)o1 was read as KCNQ2 inh inactive, Kir21 inh -2.2 and STK33 kinase inh 1.4.
For Cc1ccc(SCc2c(-c3ccccc3)nn(C)c2Cl)cc1 the results were KCNQ2 inh inactive, Kir21 inh -1.4 and STK33 kinase inh 2.1.
`COc1ccc(C2N=C(c3ccccc3)C(C)(C)N2O)cc1` (configuration not stated) gave KCNQ2 inh inactive, Kir21 inh 1 and STK33 kinase inh -1.6.
For O=C(Nn1cnnc1)c1ccc(Cl)cc1[N+](=O)[O-] the results were KCNQ2 inh inactive, Kir21 inh 0.29 and STK33 kinase inh -0.4.
`Cc1ccccc1-n1c(O)c(/C=C/C=Nc2ccccc2)c(=O)[nH]c1=O` gave KCNQ2 inh inactive, Kir21 inh -4.9 and STK33 kinase inh 0.4.
Screening COc1cc(C=O)ccc1OCCOCCOc1cc(C)ccc1Cl returned KCNQ2 inh inactive, Kir21 inh -1.8 and STK33 kinase inh -2.1.
`Cc1cc2c(cc1S(=O)(=O)NCc1ccc(N(C)C)cc1)OCC(=O)N2` gave KCNQ2 inh inactive, Kir21 inh -0.72 and STK33 kinase inh -0.7.
Screening Cc1cc(C(=O)N/N=C/c2ccc(Cl)c([N+](=O)[O-])c2)c(C)n1-c1ccc(F)cc1 returned KCNQ2 inh inactive, Kir21 inh -0.05 and STK33 kinase inh -1.2.
For CSc1n[nH]c(NCc2ccc(Cl)cc2)n1 the results were KCNQ2 inh inactive, Kir21 inh -0.6 and STK33 kinase inh -0.9.
For COc1ccccc1CCNC(=O)CSc1ccc(-c2ccco2)nn1 the results were KCNQ2 inh inactive, Kir21 inh -1.5 and STK33 kinase inh 0.0.
`CCCc1nc2ccc(NC(C)=O)cc2c(=O)n1Cc1ccccc1Cl` gave KCNQ2 inh inactive, Kir21 inh -1.3 and STK33 kinase inh -0.7.
c1coc(-c2nnc(SCc3cn4ccccc4n3)o2)c1 was read as KCNQ2 inh inactive, Kir21 inh 1.2 and STK33 kinase inh 0.2.
For O=C(c1cc(-c2cccs2)on1)N1CCc2ccccc2C1 the results were KCNQ2 inh inactive, Kir21 inh 1.4 and STK33 kinase inh -1.0.
For CN(C)c1cccc2c1c(NC(=O)Nc1ccccc1)nn2C the results were KCNQ2 inh inactive, Kir21 inh -0.54 and STK33 kinase inh -0.9.
O=S(=O)(c1ccccc1)N(CC1CO1)c1cc(Cl)ccc1Cl (configuration not stated) was read as KCNQ2 inh inactive, Kir21 inh -1.5 and STK33 kinase inh 0.9.
CCOc1ccc(N2CCCn3c2nc2c3c(=O)n(CCc3ccccc3)c(=O)n2C)cc1 was read as KCNQ2 inh inactive and Kir21 inh 0.23.
`CC(=O)NC(=S)Nc1ccc(S(=O)(=O)Nc2ncccn2)cc1` gave KCNQ2 inh inactive, Kir21 inh -0.33 and STK33 kinase inh -0.5.
For CCOC(=O)c1c(C)nn(Cc2ccccc2)c1N the results were KCNQ2 inh inactive, Kir21 inh -0.09 and STK33 kinase inh -0.2.
Cc1cccc(NC(=S)NC2CC3CCCC(C2)N3Cc2cccs2)c1C (configuration not stated) was read as KCNQ2 inh inactive, Kir21 inh -2.9 and STK33 kinase inh 1.6.
Screening CCOc1ccc(C(C)=O)cc1CN1C(=O)NC2(CCCCCCC2)C1=O returned KCNQ2 inh inactive and Kir21 inh -0.51.
